Cneo AK release = Cryptococcus neoformans cell lysis inducers, primary screen, AK release luminescence, single concentration; AID 651654, 2012; hit rate 0.2% among 360,000; C. neoformans lysis, adenylate kinase release luminescence, 4 h; normalised: neutral wells 0, clomiphene wells 100; lysis activity, % at 15 µM;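 active = mean lysis activity across replicates of at least 80%, whatever share of replicates individually reach that level; inactive = mean lysis activity below 80%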
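Signal: Adenylate kinase release luminescence | Assay system: Log-phase Cryptococcus neoformans yeast cells | Input: Cells at 5 × 10^6 per mL | Buffer or medium: Fresh YPD growth medium | Compound: Single dose | Schedule: Static 4 h at 37 °C with compound, 1 h detection | Controls: Clomiphene | Read-out: Luminescence rise reflecting yeast cell lysis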
PGC1a acetyl inh = inhibitors of PGC1a acetylation signal, primary screen, cell-based, U2OS, AlphaScreen, inhibitor mode | AlphaScreen anti-acetyl-lysine; with virally co-expressed GCN5 acetyltransferase | AID 651687, 2012 | hit rate 0.17% among 350,000 | inhibition, % at 15.6 µM;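 active = every replicate shows inhibition of at least 40%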;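 note: 0% = neutral control wells and 100% = positive control wells; some results beyond the cut were filed as inactive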
C2C12 statin = suppressors of statin myotoxicity in C2C12 myotubes, primary screen, cell-based, single point, plate reader; C2C12 myotubes + simvastatin, ATP luminescence, 48 h; scaled: DMSO 0, geranylgeraniol control 100; rescue of ATP level, % at 7.49 µM; hit rate 0.78% among 330,000;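 active = mean ATP rescue above about 67%, or every replicate alone reaching that limit, limit read from the data, passing the limit was not always enough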;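 note: myotubes were challenged with 10 µM simvastatin during compound exposure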
* marks the source's active call; other numbers are inactive results.

`CCc1cc(=O)oc2c(C)c(OCC(=O)N3CCCc4ccccc43)ccc12` gave Cneo AK release -1, PGC1a acetyl inh -13 and C2C12 statin -6.
Screening O=C(CSc1ccc2c(c1)OCCO2)NCCN1C(=O)CSC1=O returned Cneo AK release -1, PGC1a acetyl inh -3 and C2C12 statin -8.
`COc1ccc(OCc2nnc(SCC(=O)O)n2N)cc1` gave Cneo AK release 4, PGC1a acetyl inh 6 and C2C12 statin 12.
CC(C)c1nnc(SCC(=O)N2CCc3ccccc32)n1C was read as Cneo AK release -1, PGC1a acetyl inh -6 and C2C12 statin 4.
`COc1cc(C(=O)Nc2c(C)cc(C)cc2C)c(-n2cnnn2)cc1OC` gave Cneo AK release 1, PGC1a acetyl inh 35 and C2C12 statin 6.
`O=C(CCc1ccccc1)NCc1ccccn1` gave Cneo AK release 1, PGC1a acetyl inh -12 and C2C12 statin 33.
For COC(=O)c1[nH]c2cccc(Cl)c2c1NC(=O)CN1CCN(CCO)CC1 the results were Cneo AK release -1, PGC1a acetyl inh 14 and C2C12 statin -4.
For Cc1onc(-c2ccccc2)c1C(=O)Nc1nnc(COc2ccc(Cl)cc2)s1 the results were Cneo AK release -1, PGC1a acetyl inh 4 and C2C12 statin -8.
For Cc1ccc(CNC(=O)CN2CCN(Cc3ccc(Cl)cc3)C2=O)cc1 the results were Cneo AK release 2, PGC1a acetyl inh -6 and C2C12 statin 21.
c1ccc(-c2noc(-c3cccnc3)n2)cc1 was read as Cneo AK release -4, PGC1a acetyl inh -2 and C2C12 statin 2.
`CCOC(=O)c1sc2ncn(C(CC)C(=O)OCC)c(=O)c2c1C` (centres undefined) gave Cneo AK release -7, PGC1a acetyl inh 6 and C2C12 statin 7.
For O=C(c1ccccc1Oc1nnnn1-c1ccccc1)N1CCOCC1 the results were Cneo AK release 1, PGC1a acetyl inh -7 and C2C12 statin -22.
For COCCN(C(=O)Cc1cccs1)C(C(=O)NCc1ccc(OC)cc1)c1ccc(C(C)C)cc1 (centres undefined) the results were Cneo AK release -1, PGC1a acetyl inh -4 and C2C12 statin 19.
`CC(=O)Nc1c(C(=O)c2ccccc2)oc2ccccc12` gave Cneo AK release -1, PGC1a acetyl inh -8 and C2C12 statin -4.
CN1C(=O)C2(OCC(COc3ccc(Cl)cc3)O2)c2ccccc21 (centres undefined) was read as Cneo AK release -1, PGC1a acetyl inh 5 and C2C12 statin 1.
For CCOC(=O)c1cc2sccc2n1CC(=O)Nc1ccc(OC)cc1 the results were Cneo AK release 5, PGC1a acetyl inh -15 and C2C12 statin 9.
O=C(O)C1CC=CCC1C(=O)Nc1ccc(S(=O)(=O)N2CCCc3ccccc32)cc1 (centres undefined) was read as Cneo AK release 2, PGC1a acetyl inh 5 and C2C12 statin -12.
CS(=O)(=O)N(CC(=O)NCc1ccco1)c1ccc(Cl)c(C(F)(F)F)c1 was read as Cneo AK release 0, PGC1a acetyl inh -1 and C2C12 statin 3.
CCOc1ccccc1/C=N/NC(=O)Cc1csc(Nc2cccc(C(F)(F)F)c2)n1 was read as Cneo AK release -2, PGC1a acetyl inh 2 and C2C12 statin 1.
`S=C(Nc1cccc(Cl)c1)Nc1ccccc1Oc1ccccc1` gave Cneo AK release -2, PGC1a acetyl inh 6 and C2C12 statin -1.
`C=CCN(CC=C)c1nc2ccccc2nc1C(C#N)C(=O)OC(C)C` (centres undefined) gave Cneo AK release -1, PGC1a acetyl inh -3 and C2C12 statin 14.
For C(=N\Nc1nc(-c2ccccc2)cs1)/c1cccnc1 the results were Cneo AK release -3, PGC1a acetyl inh 2 and C2C12 statin -56.
`N#Cc1c(N)nc(SCC(=O)NCc2ccc3c(c2)OCO3)c(C#N)c1-c1cccs1` gave Cneo AK release 4, PGC1a acetyl inh -6 and C2C12 statin 8.
`CC(C)CCNC(=O)CCNS(=O)(=O)c1ccc(Cl)cc1` gave Cneo AK release -1, PGC1a acetyl inh 12 and C2C12 statin 5.
Screening CS(=O)(=O)N1CCN(c2ccc(NC(=O)c3ccc(Br)o3)cc2)CC1 returned Cneo AK release 0, PGC1a acetyl inh 2 and C2C12 statin -19.
Cc1ccc(OCCN2CCN(C(=O)CCC(=O)Nc3nnc(C(C)C)s3)CC2)cc1 was read as Cneo AK release -1, PGC1a acetyl inh -8 and C2C12 statin 16.
For O=C(NCc1ccc2c(c1)OCO2)c1ccc2snnc2c1 the results were Cneo AK release 0, PGC1a acetyl inh -1 and C2C12 statin -5.
`CC1Cc2ccccc2N1C(=O)C1CCN(S(=O)(=O)Cc2ccccc2)CC1` (centres undefined) gave Cneo AK release 4, PGC1a acetyl inh -12 and C2C12 statin 103*.
Screening COc1ccccc1-n1c(SCC(=O)NC2CCCC2)nc2cccnc21 returned Cneo AK release -2, PGC1a acetyl inh -12 and C2C12 statin 9.
Screening CNc1cc(CS(=O)c2ccccc2)nc(-c2ccccc2)n1 (centres undefined) returned Cneo AK release -1, PGC1a acetyl inh -5 and C2C12 statin 5.
Screening Cc1cc(C(=O)NCCCC(=O)O)c(C)o1 returned Cneo AK release 1, PGC1a acetyl inh 5 and C2C12 statin 3.
Cc1nc2nc(SCC(=O)N3CCOCC3)nn2c(C)c1Cc1ccccc1 was read as Cneo AK release 3, PGC1a acetyl inh -40 and C2C12 statin -1.
Screening COc1ccc2cc3cc(C(=O)Nc4ccc5c(c4)OCO5)oc3nc2c1 returned Cneo AK release 1, PGC1a acetyl inh 6 and C2C12 statin -17.
For Cc1cccc(NC(=S)NC(=O)c2cc(-c3ccccc3)nc3ccccc23)c1 the results were Cneo AK release 3, PGC1a acetyl inh 5 and C2C12 statin 2.
C[C@@]12C(=O)Nc3cc(F)ccc3C(=O)N1[C@H]1c3ccccc3OC[C@@H]1[C@@H]2c1ccccc1 was read as Cneo AK release -5, PGC1a acetyl inh 17 and C2C12 statin 10.
`CC#CCCCC(=O)Nc1cccc(C(=O)O)c1` gave Cneo AK release 2, PGC1a acetyl inh 9 and C2C12 statin -3.
Cc1ccc(Cn2c(=O)sc3ccccc3c2=O)cc1 was read as Cneo AK release -3, PGC1a acetyl inh 7 and C2C12 statin 10.
`CN1CCN(C(=O)c2ccc3ccccc3c2)CC1` gave Cneo AK release 1, PGC1a acetyl inh -2 and C2C12 statin 0.
Screening COC(=O)c1ccccc1NC(=O)CN1CCN(C(=O)c2ccco2)CC1 returned Cneo AK release 1, PGC1a acetyl inh 2 and C2C12 statin -2.
O=C(COc1cccc(-n2cnnn2)c1)NCCC1=CCCCC1 was read as Cneo AK release -1, PGC1a acetyl inh -5 and C2C12 statin -12.

Gathered by group: those above containing a CF3 group.
CS(=O)(=O)N(CC(=O)NCc1ccco1)c1ccc(Cl)c(C(F)(F)F)c1 was read as Cneo AK release 0, PGC1a acetyl inh -1 and C2C12 statin 3.
CCOc1ccccc1/C=N/NC(=O)Cc1csc(Nc2cccc(C(F)(F)F)c2)n1 was read as Cneo AK release -2, PGC1a acetyl inh 2 and C2C12 statin 1.

Further results follow.
CCCn1c(SCC(=O)N2CCN(S(=O)(=O)c3ccc(Cl)cc3)CC2)n[nH]c1=O was read as Cneo AK release 3, PGC1a acetyl inh 22 and C2C12 statin 8.
For C=CCn1c(CSCc2ccccc2)nnc1SCC(=O)NCc1ccccc1 the results were Cneo AK release -1, PGC1a acetyl inh 12 and C2C12 statin 2.
`COC(=O)C(CCSC)NC(=O)CNS(=O)(=O)c1ccc(F)cc1` (centres undefined) gave Cneo AK release 2, PGC1a acetyl inh -1 and C2C12 statin -4.
`Cc1nc2c(Br)cc(Br)cc2cc1O` gave Cneo AK release 3, PGC1a acetyl inh -8 and C2C12 statin -24.
For Cc1cccc(Cn2c(Sc3nc(C)cs3)nc3c2c(=O)[nH]c(=O)n3C)c1 the results were Cneo AK release 1, PGC1a acetyl inh 10 and C2C12 statin 1.
`COc1ccc2c(c1)c(=O)oc1cc(OCC(=O)N3CCc4ccccc4C3)ccc12` gave Cneo AK release -1, PGC1a acetyl inh -1 and C2C12 statin -6.
Screening N#CC1(Nc2ccccc2)C(=O)Nc2ccccc21 (centres undefined) returned Cneo AK release -1, PGC1a acetyl inh 8 and C2C12 statin 6.
`CN(C)S(=O)(=O)c1ccc(NC(=O)c2c(F)cccc2Cl)cc1` gave Cneo AK release -2, PGC1a acetyl inh 2 and C2C12 statin -15.
For CC(C)C1CC(O)(C2(O)CCCCC2)ON1 (centres undefined) the results were Cneo AK release 2, PGC1a acetyl inh 0 and C2C12 statin -4.
`Cc1cc(N2C(=O)C(O)=C(C(=O)c3ccc(C)o3)C2c2cccs2)no1` (centres undefined) gave Cneo AK release -2, PGC1a acetyl inh -15 and C2C12 statin 6.
`COC(=O)Cc1[nH]nc2c1C(c1c[nH]c3ccccc13)C(C#N)=C(N)O2` (centres undefined) gave Cneo AK release 0, PGC1a acetyl inh 5 and C2C12 statin 2.
`Cc1ccc(OC(=S)Nc2ccccc2)c(C)c1` gave Cneo AK release 2, PGC1a acetyl inh 7 and C2C12 statin -2.
Screening Cn1c(-c2ccc(N)cc2)nc2ccccc21 returned Cneo AK release -11, PGC1a acetyl inh -2 and C2C12 statin -17.
For Cc1cc(C)n(-c2ccc(Cl)c(C(=O)OCC(=O)N3CCCCC3C)n2)n1 (centres undefined) the results were Cneo AK release 4, PGC1a acetyl inh -19 and C2C12 statin -3.
For O=C(CSc1n[nH]c(-c2ccccc2Br)n1)NC(=O)NCc1ccco1 the results were Cneo AK release -1, PGC1a acetyl inh -2 and C2C12 statin -17.
Screening Cc1ccc(S(=O)(=O)Cc2ccc(C(=O)NCCCN3CCCC3=O)o2)cc1 returned Cneo AK release 0, PGC1a acetyl inh -13 and C2C12 statin -14.
For COc1ccccc1C(c1nnnn1C(C)(C)C)N1CCN(Cc2ccccc2)CC1 (centres undefined) the results were Cneo AK release 3, PGC1a acetyl inh -5 and C2C12 statin -5.
O=C(CSc1nnc(-c2cccnc2)n1Cc1ccco1)c1ccc(Cl)c(Cl)c1 was read as Cneo AK release 0, PGC1a acetyl inh 4 and C2C12 statin 3.
`COc1ccccc1-c1nnc(SCCN2CCOCC2)n1-c1ccc(C)cc1` gave Cneo AK release 0, PGC1a acetyl inh -12 and C2C12 statin 7.
`O=C(Nc1nncs1)c1cccc(S(=O)(=O)N2CCCCC2)c1` gave Cneo AK release -1, PGC1a acetyl inh -2 and C2C12 statin 5.

Nothing new here: entries from further up.
For O=C(CSc1n[nH]c(-c2ccccc2Br)n1)NC(=O)NCc1ccco1 the results were Cneo AK release -1, PGC1a acetyl inh -2 and C2C12 statin -17.
Screening Cc1ccc(S(=O)(=O)Cc2ccc(C(=O)NCCCN3CCCC3=O)o2)cc1 returned Cneo AK release 0, PGC1a acetyl inh -13 and C2C12 statin -14.
For COc1ccccc1C(c1nnnn1C(C)(C)C)N1CCN(Cc2ccccc2)CC1 (centres undefined) the results were Cneo AK release 3, PGC1a acetyl inh -5 and C2C12 statin -5.
O=C(CSc1nnc(-c2cccnc2)n1Cc1ccco1)c1ccc(Cl)c(Cl)c1 was read as Cneo AK release 0, PGC1a acetyl inh 4 and C2C12 statin 3.
`COc1ccccc1-c1nnc(SCCN2CCOCC2)n1-c1ccc(C)cc1` gave Cneo AK release 0, PGC1a acetyl inh -12 and C2C12 statin 7.
`O=C(Nc1nncs1)c1cccc(S(=O)(=O)N2CCCCC2)c1` gave Cneo AK release -1, PGC1a acetyl inh -2 and C2C12 statin 5.

Carrying on:
For CC1(C)CC(=O)c2cc(C(=O)O)c(=O)n(-c3ccccc3)c2C1 the results were Cneo AK release 10, PGC1a acetyl inh 7 and C2C12 statin 0.
For Cc1nc2cc(N3CCCCC3)c(NC(=O)c3cccnc3)cc2c(=O)n1Cc1ccccc1 the results were Cneo AK release 0, PGC1a acetyl inh -2 and C2C12 statin -27.
For CCOC(=O)c1c(N)nn(C(=O)C(C)C)c1-c1ccccc1 the results were Cneo AK release 5, PGC1a acetyl inh 10 and C2C12 statin -4.
For CC(C)C(=O)N(Cc1cc(=O)[nH]c2ccccc12)c1ccccc1 the results were Cneo AK release 1, PGC1a acetyl inh -4 and C2C12 statin -6.
For CCc1ccc(N2CC(C(=O)Nc3ccc(C)c(S(=O)(=O)N4CCOCC4)c3)CC2=O)cc1 (centres undefined) the results were Cneo AK release -3, PGC1a acetyl inh 5 and C2C12 statin -7.
`CC(C(=O)N1CCOCC1)N1c2cccc3cccc(c23)S1(=O)=O` (centres undefined) gave Cneo AK release -1, PGC1a acetyl inh 5 and C2C12 statin -2.
`CCOc1ccc(NC(=O)C2CCCN(C(=O)Nc3ccccc3)C2)cc1` (centres undefined) gave Cneo AK release 0, PGC1a acetyl inh -4 and C2C12 statin -1.
Cc1cc(NC(=O)C(C)C)ncc1NC(=O)Cc1ccccc1 was read as Cneo AK release -2, PGC1a acetyl inh -17 and C2C12 statin -9.
Screening CCOC(=O)c1cccc(NC(=O)CN(c2ccc(C)cc2)S(=O)(=O)c2c(C)n[nH]c2C)c1 returned Cneo AK release 1, PGC1a acetyl inh -10 and C2C12 statin 0.
Cc1cccc(CCNC(=O)C2CCN(S(=O)(=O)c3c(C)nn(C)c3C)CC2)c1 was read as Cneo AK release 0, PGC1a acetyl inh -36 and C2C12 statin 9.

The list is partial; the hit share may differ from the screen's.
